# Bioassay records from PubChem.
# RAD52 anneal inh: inhibitors of human RAD52 DNA annealing; P43351; inhibition, % at 18.7 µM; recombinant RAD52 DNA annealing, FRET fluorescence; 0.46% of 360,000 active; AID 651710;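 active = every replicate showing at least 50% inhibition; inconclusive = mean inhibition at least 50% but not in every replicate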
# ARNT-TACC3 inh: ARNT/TACC3 interaction disruption. Q9Y6A5. AlphaScreen His-ARNT PAS-B/GST-TACC3 binding, luminescence; TACC3 fragment carries E629A point mutation. inhibition, % at 9.99 µM. 0.66% of 390,000 active;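 active = mean inhibition of replicates at least 50% and at least half of replicates each reaching 50%; inconclusive = half or more replicates reach 50% but mean below 50%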;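 also: 0% = complete ARNT plus TACC3 wells and 100% = ARNT alone without TACC3; many hits fall short of the cut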
# ERp5 inh: ERp5 (human) disulfide isomerase inhibition. Q15084. ERp5 insulin aggregation, absorbance 650 nm, 90 min. inhibition, % at 9.99 µM. 0.05% of 350,000 active;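 active = mean replicate inhibition above about 25%, with every replicate also reaching it, limit read from the data, passing the limit was not always enough; inconclusive = only one of those two criteria met; inactive = neither criterion met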
# Target sequence (Q15084 whole entry, looked up): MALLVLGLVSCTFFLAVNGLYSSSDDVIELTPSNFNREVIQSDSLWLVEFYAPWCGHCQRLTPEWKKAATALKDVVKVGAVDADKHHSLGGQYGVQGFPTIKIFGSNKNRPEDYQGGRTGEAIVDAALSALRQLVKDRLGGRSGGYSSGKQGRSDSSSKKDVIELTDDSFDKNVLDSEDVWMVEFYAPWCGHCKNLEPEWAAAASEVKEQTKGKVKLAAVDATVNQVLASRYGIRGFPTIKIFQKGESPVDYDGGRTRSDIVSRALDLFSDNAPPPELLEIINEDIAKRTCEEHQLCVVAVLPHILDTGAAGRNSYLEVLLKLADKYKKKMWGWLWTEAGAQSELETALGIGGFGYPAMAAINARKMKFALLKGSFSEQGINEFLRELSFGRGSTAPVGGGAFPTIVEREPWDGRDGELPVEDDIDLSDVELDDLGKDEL
# RAD54 inh: inhibitors of human RAD54 branch migration. inhibition, % at 10.4 µM. Q92698. RAD54 Holliday junction branch migration, FAM/BHQ fluorescence. AID 602329. 0.14% of 360,000 active;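 active = mean normalized replicate activity at least 40 and at least half of replicates scoring 40 or more; inconclusive = only one of the two criteria met; inactive = mean below 40 and under half of replicates reaching 40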;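 also: 0% = median of neutral control wells and 100% = median of positive control wells; inhibitors cause a drop in the FAM fluorescence signal; in these data hits start at about 50%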
# esBAF inh: SWI/SNF esBAF complex inhibition | reporter increase, % at 12.5 µM | AID 602393 | 2% of 350,000 active | mouse ES cells, Bmi1-luciferase knock-in reporter, 24 h; 100% = twice the neutral-well signal; in the data active = activation above about 40%; inconclusive = no clear call, values can overlap the other calls;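 also: 0% = median of the plate's neutral control wells and 100% = double that signal; a rise in the Bmi1 reporter signal indicates esBAF inhibition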
# PglD DTNB: inhibitors of Campylobacter jejuni PglD acetyltransferase | AID 602405 | inhibition, % at 12.5 µM | purified PglD enzyme, DTNB colorimetric CoA detection | 0.098% of 360,000 active; in the data active = inhibition above about 16%, passing the limit was not always enough; inconclusive = no clear call, values can overlap the other calls; also: strong numbers were not always called active
# E-selectin induc: E-selectin induction on HUVECs; P16581; HUVEC E-selectin immunofluorescence imaging; normalized: neutral wells 0, TNF-alpha wells 100; activation, % at 7.58 µM; 0.37% of 260,000 active;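 active = mean E-selectin-positive cell signal at least 10% of the positive control, reached in at least 60% of replicates, without over 20% cell loss; inconclusive = no rule given, readout overlaps actives, possibly toxicity-flagged; inactive = the rest, including those meeting only one limit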;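 also: in these data hits start at about 27%; measured in HUVEC primary endothelial cells; signal is the percent of cells scored E-selectin positive by PE staining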
#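 Test system: HUVEC | Signal: Immunofluorescence imaging | Read-out: Percent E-selectin-positive cells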
# Casp6 inh: inhibitors of human caspase-6. P55212. 0.53% of 350,000 active. AID 686996. purified caspase-6, Z-VEID-R110 cleavage fluorescence. inhibition, % at 12.5 µM;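 active = mean inhibition across replicates at least about 35%, with every replicate also reaching that limit, limit read from the data; inconclusive = only one of the two criteria met; inactive = neither criterion met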;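 also: 0% = median of neutral control wells and 100% = no fluorescence left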
# Target sequence (P55212 24-179 limits assumed): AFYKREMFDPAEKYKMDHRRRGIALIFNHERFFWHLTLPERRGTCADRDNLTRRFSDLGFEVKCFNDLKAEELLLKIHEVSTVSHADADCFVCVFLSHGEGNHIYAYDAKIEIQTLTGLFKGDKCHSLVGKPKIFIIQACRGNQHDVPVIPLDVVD
# Target sequence (P55212 194-293 limits assumed): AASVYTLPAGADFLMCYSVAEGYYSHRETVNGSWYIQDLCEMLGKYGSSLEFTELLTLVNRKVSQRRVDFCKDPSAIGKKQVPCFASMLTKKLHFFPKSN
# * marks the source's active call; other numbers are inactive results; ? = inconclusive; . = no result given. Compounds were not picked by outcome; 3.2% or so of the library scored in one or more.
SMILES,RAD52 anneal inh,ARNT-TACC3 inh,ERp5 inh,RAD54 inh,esBAF inh,PglD DTNB,E-selectin induc,Casp6 inh
Cc1ccc(CSc2ccc3nnc(-c4cccnc4)n3n2)cc1,.,15,.,4,-1,-6,.,.
COc1ccc(S(=O)(=O)Nc2ccc3c(c2)CC(=O)N([C@H](C)CO)C[C@H](C)[C@H](CN(C)S(C)(=O)=O)O3)cc1,-8,-54,1,1,-2,2,-0.1,0
CCN1CCN(S(=O)(=O)c2cc(OCC(=O)NC3CCCCC3)c(C)cc2Cl)CC1,.,29,.,14,13,-8,.,.
O=C(C1CC1)N1CC2(C1)[C@H](c1ccccc1)[C@@H](CO)N2CCC(F)(F)F,4,.,-1,.,.,.,0.0,0
COc1ccc(S(=O)(=O)N(C)C[C@H]2Oc3cc(C4=CCCC4)ccc3S(=O)(=O)N([C@@H](C)CO)C[C@H]2C)cc1,5,-4,0,6,5,-1,-0.3,2
CCCNC(=O)C1(C)CCCN(CCC(=O)c2ccccc2)C1 (centres undefined),3,.,1,-15,-3,5,-0.1,0
O=C(C[C@@H]1CC[C@H](NC(=O)c2ccc(F)cc2)[C@H](CO)O1)NCCc1ccccc1,1,11,-2,-4,-2,3,0.5,-3
COc1ccccc1C(=O)NC(CCSC)C(=O)OC(C)C(N)=O (centres undefined),7,6,3,.,.,.,-0.4,12
O=C(CSc1nccc(=O)[nH]1)Nc1ccc(F)c(Cl)c1,-12,1,6,-2,-12,-7,.,-1
COCCOC(=O)c1c(NC(=O)COC(=O)Cc2cccc(OC)c2)sc(C(N)=O)c1C,-31,.,1,3,5,-2,-0.5,1
Cc1cccc(NC(=O)C2CCN(S(=O)(=O)c3c(C)nn(C)c3C)CC2)n1,-16,.,2,7,-3,3,-0.1,0
CSc1cccc(NC(=O)CCCOc2ccc(Cl)cc2C)c1,-19,-6,-3,.,.,.,.,1
COC(=O)c1ccccc1N(C)S(C)(=O)=O,.,6,.,-5,-4,5,.,.
CCOC(=O)C1CCN(c2c(NCCCN3CCCCC3)c(=O)c2=O)CC1,-14,-4,1,4,-6,-3,3.0,-37
COc1ccc(NC(=O)N2CCCCN3[C@@H](CO)[C@@H](c4ccc(C#Cc5ccccc5)cc4)[C@@H]3C2)cc1,97*,24,-6,5,.,-3,.,-1
O=C1NCC(COc2ccc([N+](=O)[O-])cc2)O1 (centres undefined),-12,0,6,-4,-3,-1,-0.4,-1
O=C(Nc1ccccc1F)N1CCCCN2[C@H](CO)[C@@H](c3ccc(C#Cc4cccnc4)cc3)[C@H]2C1,-8,4,1,12,5,1,-0.4,-3
Cc1ccc(NC(=O)CC2S/C(=N/c3nccs3)N(C)C2=O)c(C)c1 (centres undefined),.,-20,.,4,-12,6,.,.
Cc1noc(C)c1S(=O)(=O)Nc1ccc2c(c1)CC(=O)N([C@H](C)CO)C[C@@H](C)[C@@H](CN(C)Cc1ccc(C(=O)O)cc1)O2,-8,-13,-5,-4,6,-1,-2.9,-1
O=C(Nc1nc2c(s1)CN(Cc1ccccc1)CC2)c1cccc(S(=O)(=O)N2CCc3ccccc32)c1,.,-8,.,-27,-12,2,0.4,.
COc1ccc(NC(=O)Nc2ccc3c(c2)C(=O)N([C@H](C)CO)C[C@H](C)[C@@H](CN(C)S(=O)(=O)c2ccccc2)OCCCC[C@H](C)O3)cc1,-8,-3,0,-8,2,1,.,1
CS(=O)(=O)N(CC(=O)N1CCN(c2cccc(Cl)c2)CC1)c1cccc(F)c1,.,0,.,-15,3,-1,.,.
O=C(Nc1ccncc1)c1ccccc1-c1ccccc1,-20,0,0,.,.,.,.,1
CC(C)NC(=O)N(C)C[C@@H]1OCCCC[C@@H](C)Oc2ccc(NC(=O)Nc3cccc4ccccc34)cc2C(=O)N([C@H](C)CO)C[C@@H]1C,12,-16,0,-11,-10,10,.,-1
COc1ccc(/C=C/C(=O)OCC(=O)NCc2ccccc2Cl)cc1OC,41,-4,-4,.,.,.,0.3,4
COc1ccc(-c2cnc3c(c2)C(=O)N([C@H](C)CO)C[C@H](C)[C@H](CN(C)C(=O)Cc2ccccn2)O3)cc1,8,-6,-2,17,8,-3,1.1,-2
CCCCC(=O)NC1(C(F)(F)F)NC(=O)N(Cc2ccccc2)C1=O (centres undefined),-9,-7,-1,-4,-1,0,-0.7,-3
C[C@H](CO)N1C[C@H](C)[C@H](CN(C)C(=O)Cc2ccccc2)Oc2ncc(-c3ccc(F)cc3)cc2C1=O,25,4,9,4,4,3,-0.2,2
COc1cccc2c(=O)n(CC(=O)NC3CCCC3)ccc12,3,-6,4,3,15,7,0.0,-2
Cc1ccc(C)c(C(=O)COC(=O)c2c(-c3ccccc3)noc2C)c1,-5,-6,-4,.,-3,.,.,3
CCCN1[C@@H]2Cn3c(ccc(-c4cccnc4)c3=O)[C@H]1[C@@H](C(=O)NC1CCC1)[C@@H]2CO,-1,-6,-2,0,3,-2,-1.6,2
CN1CCN(C(=O)c2ccc3c(c2)N(Cc2cccc(Cl)c2)C(=O)c2ccccc2S3=O)CC1 (centres undefined),-13,0,-1,-6,5,-2,4.2,3
CCN1CCN(c2ccc(Cl)cc2NC(=O)c2ccco2)CC1,-1,-2,7,10,-6,-6,-0.2,-3
O=C(NCC1CCCO1)c1cc(-c2ccco2)nc2ccccc12 (centres undefined),-51,.,-6,-3,.,-3,.,13
COc1ccc(CCNC(=O)C(=O)NCC2OCCN2S(=O)(=O)c2ccc(OC)c(OC)c2)cc1 (centres undefined),-26,-1,-5,-5,0,-3,-0.1,-1
O=C(Cc1ccccc1)NN1C(=O)C2C(C1=O)C1C=CC2C12CC2 (centres undefined),9,-10,-2,-7,.,-7,-2.9,-1
O=C(/C=C/c1ccccc1)NCC(=O)N/N=C/c1cccs1,7,2,7,-6,0,-1,.,1
COc1cc(C2C(C(=O)c3ccco3)=C(O)C(=O)N2CCc2ccccc2)ccc1O (centres undefined),.,-13,.,1,-4,-17,.,.
O=C(OCC(=O)N1CCCCC1)c1cc(=O)[nH]c2ccccc12,2,.,-4,-7,?,.,.,5
COc1ccc(N(CC(=O)NCCSC2CCCCC2)S(=O)(=O)c2ccccc2)cc1OC,-7,-12,2,9,-2,0,0.0,0
CCC(N1CCOC1=O)S(=O)(=O)c1ccc(C)cc1 (centres undefined),.,-17,.,-8,-3,3,.,.
O=C(NCCc1ccccc1Cl)[C@@H]1CCCN1C(=O)[C@@H](NS(=O)(=O)c1ccc(F)cc1F)c1ccccc1,-2,.,-8,.,.,.,0.0,2
O=C(Nc1nc2c(c(=O)[nH]1)CCCC2)C1CC1,.,-3,.,1,-4,-2,.,.
CC(=O)c1ccc(OCC(=O)Nc2cccc(C(=O)Nc3c(C)n(C)n(-c4ccccc4)c3=O)c2)cc1,-8,10,0,2,1,0,-1.8,0
COCCCNC(=O)CC1C[C@H](C(=O)N2CCCCC2)[C@@]2(CCc3ccccc3)c3[nH]c4ccc(OC)cc4c3CCN2C1=O (some centres undefined),-19,34,4,3,8,-2,-0.7,5
COC(=O)CC1C(=O)NCCN1C(=O)CSc1nnnn1-c1ccc(Cl)cc1 (centres undefined),-12,22,3,.,.,.,.,50*
CCC(C)CCN1C(N(C)C)=NC[C@@H]1CC(C)C (some centres undefined),13,-6,0,-19,4,6,-0.2,3
O=C(CNC(=O)c1ccccc1)N/N=C/C=C/c1ccccc1,-54,-4,-1,-4,-5,-6,-0.1,-1
Cc1ccc(S(=O)(=O)N2CCC(C(=O)OCC(=O)NC3(C#N)CCCCC3)CC2)cc1C,-4,3,-3,6,-5,1,.,2
O=C(CCc1ccccc1Cl)Nc1cccc(S(=O)(=O)N2CCCC2)c1,-3,-3,1,3,-5,2,14,-1
CCn1c(C)nc2cc(C(=O)NNS(=O)(=O)c3c(F)cc(F)c(Cl)c3F)ccc21,-14,17,5,-1,-4,-8,-0.1,6
CO[C@H](CN(C)Cc1cc(F)ccc1F)[C@H](C)CN(C(=O)Nc1ccc(F)cc1)[C@@H](C)CO,7,0,-1,5,0,0,0.0,-1
Cc1noc(C)c1NC(=O)N1C[C@H](O)COC[C@@H]2O[C@H](CC(=O)NCC3CC3)CC[C@H]21,-7,-3,3,-9,1,2,0.4,0
COCC(=O)Nc1ccc2c(c1)C(=O)N(C)[C@H]1CC[C@H](CC(=O)Nc3ccc(F)cc3)O[C@@H]1CO2,3,-3,5,-5,6,0,-0.1,3
COc1ccc(C(CNCC(O)COc2c(C)ccc(C)c2C)N(C)C)cc1 (centres undefined),1,-1,0,-3,-2,2,-0.1,-3
CC(=O)c1cc2c(cc1N)OCO2,.,-10,.,-2,0,-5,.,.
COc1cc(/C=N/Nc2cc(C)nc(NS(=O)(=O)c3ccc(C)cc3)n2)ccc1O,-17,-5,1,.,.,.,0.1,2
C[C@H](CO)N1C[C@H](C)[C@@H](CN(C)Cc2cccnc2)OCc2ccccc2-c2c(n(C)c3ccccc23)C1=O,0,12,2,-4,0,-2,-3.8,2
CO[C@@H]1CN(C)C(=O)c2ccc(NC(C)=O)cc2OC[C@@H](C)N(C(=O)CN2CCOCC2)C[C@@H]1C,-12,-11,-9,-2,0,-3,0.2,-2

# An excerpt from above in order of SMILES length, highest first.
SMILES,RAD52 anneal inh,ARNT-TACC3 inh,ERp5 inh,RAD54 inh,esBAF inh,PglD DTNB,E-selectin induc,Casp6 inh
COCCCNC(=O)CC1C[C@H](C(=O)N2CCCCC2)[C@@]2(CCc3ccccc3)c3[nH]c4ccc(OC)cc4c3CCN2C1=O (some centres undefined),-19,34,4,3,8,-2,-0.7,5
C[C@H](CO)N1C[C@H](C)[C@@H](CN(C)Cc2cccnc2)OCc2ccccc2-c2c(n(C)c3ccccc23)C1=O,0,12,2,-4,0,-2,-3.8,2
CO[C@@H]1CN(C)C(=O)c2ccc(NC(C)=O)cc2OC[C@@H](C)N(C(=O)CN2CCOCC2)C[C@@H]1C,-12,-11,-9,-2,0,-3,0.2,-2
Cc1noc(C)c1NC(=O)N1C[C@H](O)COC[C@@H]2O[C@H](CC(=O)NCC3CC3)CC[C@H]21,-7,-3,3,-9,1,2,0.4,0
CO[C@H](CN(C)Cc1cc(F)ccc1F)[C@H](C)CN(C(=O)Nc1ccc(F)cc1)[C@@H](C)CO,7,0,-1,5,0,0,0.0,-1
CC(=O)c1ccc(OCC(=O)Nc2cccc(C(=O)Nc3c(C)n(C)n(-c4ccccc4)c3=O)c2)cc1,-8,10,0,2,1,0,-1.8,0
Cc1ccc(S(=O)(=O)N2CCC(C(=O)OCC(=O)NC3(C#N)CCCCC3)CC2)cc1C,-4,3,-3,6,-5,1,.,2
CCn1c(C)nc2cc(C(=O)NNS(=O)(=O)c3c(F)cc(F)c(Cl)c3F)ccc21,-14,17,5,-1,-4,-8,-0.1,6
COc1cc(/C=N/Nc2cc(C)nc(NS(=O)(=O)c3ccc(C)cc3)n2)ccc1O,-17,-5,1,.,.,.,0.1,2
COC(=O)CC1C(=O)NCCN1C(=O)CSc1nnnn1-c1ccc(Cl)cc1 (centres undefined),-12,22,3,.,.,.,.,50*
COc1ccc(C(CNCC(O)COc2c(C)ccc(C)c2C)N(C)C)cc1 (centres undefined),1,-1,0,-3,-2,2,-0.1,-3
CCC(C)CCN1C(N(C)C)=NC[C@@H]1CC(C)C (some centres undefined),13,-6,0,-19,4,6,-0.2,3
CC(=O)c1cc2c(cc1N)OCO2,.,-10,.,-2,0,-5,.,.
